procasp3 activ: activates human procaspase-3; P42574; recombinant procaspase-3 D3A, Ac-DEVD-pNA absorbance 405 nm; activation, % at 8.5 µM; 0.11% of 330,000 active; AID 463141;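 active = activation above the mean of all tested compounds plus 3 SD, cut at about 21% in these data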;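 note: 0% = DMSO alone and 100% = DMSO wells spiked with extra 5 µM PC-3 D3A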
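material = Procaspase-3 D3A mutant | probe or stimulus = Ac-DEVD-pNA | compound = single dose, 8.5 µM nominal compound, 0.8% DMSO | timing = 1 h preincubation, 2 h reaction | measured by = 405 nm absorbance of p-nitroaniline, reads at 0 and 120 min | benchmarks = DMSO-only low control, 5 µM PC-3 D3A high control | repeats = singlicate, each compound tested once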
CTSL1 counter: cathepsin L1 inhibition, PFM18AAP counter-screen. recombinant F. hepatica cathepsin L1, Z-Leu-Arg-MCA fluorescence. inhibition, % at 5.96 µM. 0.49% of 300,000 active;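 active = inhibition above the mean of all tested compounds plus 3 SD, set per screening campaign, cut at about 17% in these data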;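 note: 0% = plate median of test compound wells and 100% = 1 µM Z-Phe-Ala-diazomethylketone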
GRK2 inh: human GRK2 inhibition via aptamer displacement; bead flow cytometry, FAM-aptamer displacement from GRK2; P25098; inhibition of aptamer binding, % at 10 µM; 0.59% of 330,000 active;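 active = inhibition of aptamer binding above 40%, roughly 3 SD of noise, on plates passing a quality check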;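 note: median bead fluorescence of bound FAM aptamer so fluorescent compounds give negative values; no value below 0 was filed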
PP1 counter: PP1-alpha (human) inhibition in PP5 counter-screen; AID 2235; inhibition, % at 6.7 µM; purified PP1alpha, OMFP fluorescence; 0.9% of 320,000 active;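 active = inhibition above the mean inhibition of all tested compounds plus 3 SD, computed separately for each screening campaign, cut at about 15% in these data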
JMJD2C inh: blocks human GASC-1 demethylase activity; GST-JMJD2C(1-420) H3K9me3 demethylation, DELFIA europium; Q9H3R0; inhibition, % at 2.35 µM; AID 2099; 0.069% of 330,000 active;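 active = more than half of a compound's replicate wells show inhibition beyond 50%, single wells judged on their own value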;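 note: signal counts dimethyl H3K9 product captured on neutravidin plate; 0% = median of DMSO wells and 100% = 0.3 times that DMSO median; strong numbers were not always called active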
PP5 primary: blocks human protein phosphatase 5 activity; purified PP5c, OMFP substrate fluorescence; inhibition, % at 6.7 µM; 0.18% of 320,000 active;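 active = inhibition above the campaign's mean inhibition across all tested compounds plus 3 SD, cut at about 9.5% in these data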;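 note: 0% = DMSO only and 100% = 100 µM cantharidin control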
core dimer inh: HCV core protein dimerization inhibition; TR-FRET GST/Flag-core106 dimerization, 1536-well; inhibition, % at 5 µM; 0.33% of 300,000 active;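 active = inhibition above the mean of all tested compounds plus 3 SD, set per screening campaign, cut at about 45% in these data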
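System – GST-tagged and Flag-tagged HCV core protein residues 1-106 · Repeats – one well for each compound · Technique – TR-FRET 671 and 617 nm emission · Doses – one concentration, 5 µM, in 0.5% DMSO · Times – 4 h, 22.5 °C incubation · Also added – Eu donor and XL665 acceptor anti-tag antibodies · Measure – percent inhibition of core106 dimerization signal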
proCasp7 act: activates human procaspase-7, counter-screen for procaspase-3 activators | P55210 | recombinant procaspase-7, Ac-DEVD-pNA absorbance 405 nm; D23A/D198A/D206A triple mutant, cannot self-cleave; scale: DMSO 0, 5 µM enzyme 100 | activation, % at 8.5 µM | 0.093% of 330,000 active;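 active = percent activation above the screen-wide mean plus 3 SD, cut at about 25% in these data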
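Replicates: singlicate. Assay system: Procaspase-7 triple mutant (PC-7 D3A). Signal: 405 nm absorbance of p-nitroaniline. Times: 1 h preincubation, 2 h reaction. Buffer or medium: Zinc-free HEPES pH 7.4 with 300 mM NaCl, 0.01% Triton X-100. Also added: DEVD-pNA substrate. Benchmarks: DMSO wells as 0%, DMSO with 5 µM added PC-7 as 100%.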
VLA-4 inh: inhibition in a human VLA-4 binding assay. P13612. VLA-4 expressing cells, ligand binding flow cytometry. inhibition, % (about 7 µM as worked out from the volumes in the protocol). 0.2% of 330,000 active; in the data active = inhibition above about 50%
Target sequence (P13612 whole entry, looked up): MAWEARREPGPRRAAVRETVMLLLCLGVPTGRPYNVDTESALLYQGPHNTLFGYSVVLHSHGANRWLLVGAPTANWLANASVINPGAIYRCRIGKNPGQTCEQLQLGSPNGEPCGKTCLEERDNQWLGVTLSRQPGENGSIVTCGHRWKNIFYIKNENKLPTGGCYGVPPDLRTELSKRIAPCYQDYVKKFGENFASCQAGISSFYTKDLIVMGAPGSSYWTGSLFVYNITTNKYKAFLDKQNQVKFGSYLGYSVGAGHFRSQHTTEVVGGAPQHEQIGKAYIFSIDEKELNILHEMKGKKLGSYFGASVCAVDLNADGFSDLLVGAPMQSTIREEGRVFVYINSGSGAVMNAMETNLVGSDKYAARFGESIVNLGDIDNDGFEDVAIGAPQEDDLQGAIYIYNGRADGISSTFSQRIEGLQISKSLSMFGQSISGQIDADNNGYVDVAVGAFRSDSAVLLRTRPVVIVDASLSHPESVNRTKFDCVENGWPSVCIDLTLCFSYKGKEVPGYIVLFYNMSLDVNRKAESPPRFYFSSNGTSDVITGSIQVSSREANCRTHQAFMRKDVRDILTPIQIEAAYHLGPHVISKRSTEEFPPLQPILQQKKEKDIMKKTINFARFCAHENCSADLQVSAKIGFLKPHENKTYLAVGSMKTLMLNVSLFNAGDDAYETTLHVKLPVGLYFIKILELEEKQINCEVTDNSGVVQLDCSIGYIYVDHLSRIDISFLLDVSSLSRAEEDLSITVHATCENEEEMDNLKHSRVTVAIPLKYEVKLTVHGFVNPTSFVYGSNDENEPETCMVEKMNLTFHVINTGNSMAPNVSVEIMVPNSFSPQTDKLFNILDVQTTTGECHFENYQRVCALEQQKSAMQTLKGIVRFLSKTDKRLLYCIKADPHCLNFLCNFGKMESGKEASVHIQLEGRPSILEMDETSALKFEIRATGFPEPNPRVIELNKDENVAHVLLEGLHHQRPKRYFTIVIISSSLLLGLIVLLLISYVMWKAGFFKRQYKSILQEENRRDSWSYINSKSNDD
The depositor's hits bear a star; i = inactive; . = no result given.

Molecule,JMJD2C inh,CTSL1 counter,procasp3 activ,PP5 primary,PP1 counter,proCasp7 act,GRK2 inh,VLA-4 inh,core dimer inh
Cc1cccc(N2CC(C(=O)Nc3ccccc3N3CCCC3)CC2=O)c1C (stereo not drawn),0.1,4.4,0.0,-1.1,-1.0,-0.8,2.0,-3.9,-1.1
CCOC(=O)c1sc(Nc2nc3c(OC)cccc3s2)nc1C,21.5,4.8,-63.2,4.7,-1.0,-65.7,4.0,-7.2,24.6
O=[N+]([O-])c1ccccc1-c1nc(-c2ccc(Br)o2)no1,10.7,-1.3,6.0,3.0,0.6,-2.2,0.0,15.9,-1.1
CN=c1scc(-c2ccc(OC)cc2)n1/N=C(\C)c1cccnc1,-6.4,0.6,-11.3,1.0,0.3,-15.6,0.0,9.5,-61.4
COc1ccc(/C=C/C(=O)OCC(=O)N2CCCCCC2)c(OC)c1,-4.7,.,1.4,1.6,-0.6,4.2,4.0,-5.5,.
CC(NC(=O)c1ccco1)C(=O)N1CCN(c2cccc(C(F)(F)F)c2)CC1 (stereo not drawn),-0.2,.,0.1,3.2,-1.1,-2.0,0.0,9.0,.
COc1ccc(OC)c(CNc2nc3ccccc3n2CCN2CCCCC2)c1,-0.4,-2.2,0.8,2.0,3.2,14.0,0.0,-10.8,-3.8
COc1ccc(S(=O)(=O)NC2CCCC2)cc1NC(C)=O,0.5,7.2,-5.3,-2.5,-4.5,5.6,0.0,22.9,-1.6
Cc1cccc(OCCCCCNCCO)c1,10.0,-1.6,0.4,1.4,-4.0,0.0,0.0,3.6,4.4
CCOC(=O)CSc1ncnc2c1cnn2-c1ccc(Cl)cc1,1.9,1.1,-2.2,-2.6,-1.7,0.5,0.0,-1.9,16.2
Cn1c(=N)n(CC(=O)c2ccccc2)c2ccccc21,2.6,-0.3,-9.1,-3.1,-3.6,6.0,0.0,4.5,-3.7
Cn1c(=O)c2c(nc(CN3CCc4ccccc4C3)n2CCCO)n(C)c1=O,5.9,-3.7,5.5,0.1,-4.4,-2.8,0.0,-1.0,0.2
Cc1ccc(NC(=O)c2ccc([N+](=O)[O-])s2)cc1S(=O)(=O)N1CCOCC1,-4.0,.,3.1,.,.,-4.1,0.0,-3.7,.
O=C(Nc1ccc(OC(F)F)c(Cl)c1)c1ccccn1,-2.7,4.0,-9.5,2.1,3.7,-0.4,3.0,-10.7,-1.7
CC(C)(C)OC(=O)[C@H](Cc1ccccc1)NC(=O)c1nc[nH]c1C(=O)N[C@@H](CCCCN)C(=O)OC(C)(C)C,-8.0,.,0.5,.,.,5.1,0.0,17.5,.
Cc1ccc(NC(=O)CSc2nc3ncc(Br)cc3[nH]2)cc1C,16.1,4.3,3.4,0.2,-1.3,7.4,0.0,-4.1,7.3
O=C(C1CCC(=O)N(C2CCCC2)C1)N1CCN(Cc2cccc(F)c2)CC1 (stereo not drawn),.,5.2,-4.0,1.2,-1.6,0.9,0.0,-0.4,-16.4
CCCC(=O)NCCc1ccc(S(N)(=O)=O)cc1,4.4,0.3,8.2,0.2,-0.7,3.1,3.0,-0.6,-3.8
C=CCn1c(O)c(N=NC(=O)c2ccc3c(c2)OCO3)c2ccccc21,0.9,1.1,1.1,-0.6,-0.6,10.6,0.0,9.3,0.9
O=S(=O)(c1ccc(F)cc1)N1CCC(n2cnc3ccccc32)CC1,9.4,-1.0,3.5,2.3,-2.2,0.1,0.0,5.1,9.1
Nc1cccc(Cl)c1N1CCOCC1,-10.9,-1.6,4.8,-1.0,6.3,4.9,0.0,-1.1,-1.1
O=C(c1ccncc1)N1CCN(C2CCC(c3ccccc3)CC2)CC1 (stereo not drawn),-24.1,-2.6,-12.6,1.2,3.1,1.1,0.0,-2.5,-1.7
CC1CCc2ccccc2N1C(N)=Nc1ccccc1 (stereo not drawn),-3.6,-1.4,6.3,-4.3,-2.4,8.3,1.0,27.3,14.2
CCCNC(=O)C(Cc1cccc(Br)c1)NC(=O)c1ccc(C#N)cc1 (stereo not drawn),-0.7,.,3.2,-2.2,-1.0,1.2,0.0,2.6,.
CN(Cc1ccccc1)C(=O)CN(C)S(=O)(=O)c1ccc(F)cc1,6.3,-1.9,15.2,0.7,2.7,12.0,1.0,9.9,3.8
Cc1ccc(C(C)(c2ccc(N)cc2)c2ccc(N)cc2)cc1,5.4,-2.0,0.0,3.0,-0.3,-3.8,.,4.6,-1.2
CCOC(=O)c1c(C)[nH]c(C(=O)NCCN2CCOCC2)c1C,-3.0,0.7,4.9,-0.1,-2.3,2.3,0.0,10.1,-3.0
Cc1ccc[n+](CC(=O)Nc2ccc(Cl)c([N+](=O)[O-])c2)c1,9.8,-6.5,-2.8,-3.9,-1.6,-1.3,3.0,3.6,-14.5
CNC(=S)N(CCc1c(C)[nH]c2ccc(OC)cc12)Cc1cccnc1,-6.5,1.2,3.0,-4.4,-3.3,-0.8,1.0,-19.0,-6.5
NNC(=O)c1csc(-c2ncc(C(F)(F)F)cc2Cl)n1,36.8,1.9,0.1,0.6,-0.4,1.5,0.0,11.1,-3.4
O=c1oc2ccccc2c(O)c1/C=N/c1ncccn1,5.0,1.9,-0.6,-1.0,-3.0,6.1,3.0,-8.2,13.7
Cn1c(=O)c2c(SC3CCCC3)nc(C3CC3)nc2n(C)c1=O,-0.1,-0.2,3.8,3.0,-0.8,5.5,1.0,-17.5,-2.0
C/C(=N\NC(=S)NC1CCCCC1)c1cccs1,1.7,5.1,7.2,4.0,5.9,6.3,0.0,-1.9,12.9
CCc1ccc(NC2CC(=O)N(CCc3ccc(OC)c(OC)c3)C2=O)cc1 (stereo not drawn),-14.3,1.7,-18.3,-0.1,0.7,-8.5,0.0,10.9,-0.1
Cc1ccc(S(=O)(=O)Oc2ccc(/C=N/NC(=O)c3nn(C)cc3[N+](=O)[O-])cc2)cc1,-4.5,1.5,4.9,-0.6,-0.7,3.7,5.0,-4.5,9.9
Cc1nnc(SCCCOc2ccccc2)nc1C,-7.0,-2.5,13.9,1.6,-0.5,6.3,0.0,2.7,-2.0
CC(=O)CCS(=O)(=O)c1ccc(C)c(C)c1,18.1,8.3,-5.9,-5.8,5.2,2.5,1.0,-9.2,-3.7
CCN(CC)S(=O)(=O)c1ccc(N/N=C(\C)c2ccncc2)nc1,4.5,1.9,15.4,-0.7,-3.2,-0.7,0.0,0.2,5.6
CCc1ccc2nc(NC(=O)C3CCN(c4ncnc5sc(C)c(C)c45)CC3)sc2c1,9.9,.,1.2,2.5,4.6,-6.7,0.0,-24.4,.
Cc1nc2ccc(NS(=O)(=O)c3ccc(C)c(C)c3)cc2s1,-39.7,-3.7,-0.8,-0.9,-1.5,4.1,1.0,5.4,-5.4
O=C(O)C1CCCN(S(=O)(=O)c2ccc(Br)s2)C1 (stereo not drawn),6.6,-5.8,-4.2,-0.9,-0.7,-5.4,1.0,-5.2,0.5
COc1ccc(C(=O)COC(=O)c2ccc(NC(C)=O)cc2)cc1[N+](=O)[O-],-17.0,-0.8,0.4,-1.2,-3.3,5.0,1.0,-5.3,2.3
O=C1C2CC=CCC2C(=O)N1CC1CCCO1 (stereo not drawn),5.4,-4.3,5.3,-1.0,-4.5,-1.2,2.0,16.2,4.7
CCOC(=O)c1sc(-c2ccccc2)cc1NC(=O)Nc1ccccc1,0.1,2.1,-3.3,0.8,-2.3,0.6,0.0,18.6,17.9
CN1CCN(C(=O)CSc2nc3c(c(=O)n(C)c(=O)n3C)n2C)CC1,-2.2,1.6,3.6,0.8,7.7,-3.2,1.0,2.3,-8.3
O=C(CCN1C(=O)c2ccccc2C1=O)C1=NN[C@@H]2C(=O)N(c3ccc(F)cc3)C(=O)[C@H]12,4.1,7.3,2.5,0.2,-1.4,-0.8,1.0,28.4,-8.1
Cn1cc(C=O)c2ccccc21,-0.2,3.5,3.8,-0.3,0.3,2.2,0.0,5.8,0.9
Cc1ccc(-c2nnc(C)c(N3CCCC3)n2)cc1,-4.8,1.8,-0.7,1.5,4.2,-11.3,2.0,15.0,4.5
O=C(COC(=O)c1ccc[nH]c1=O)NC1CCCCCC1,20.4,0.2,-2.5,0.7,-4.9,4.4,0.0,-10.3,-4.0
O=C1CCC(C(=O)NCCN2C(=O)S/C(=C\c3cccnc3)C2=O)=NN1,21.5,-1.6,-0.2,1.6,-1.1,-10.9,4.0,10.2,-0.3
CCOC(=O)C1C(=O)C=C(/C=C/c2ccc(N(C)C)cc2)CC1c1ccccc1 (stereo not drawn),2.5,4.9,1.3,2.6,-7.5,-26.8,0.0,i,15.9
Fc1ccc(F)c(NC(=S)NCCc2ccccc2)c1,-2.0,-2.9,-3.2,3.6,3.9,-6.7,0.0,2.0,-4.9
CC(C(c1cccs1)c1c(N)n(C)c(=O)n(C)c1=O)[N+](=O)[O-] (stereo not drawn),-28.6,3.6,3.9,0.6,-5.5,5.3,5.0,-6.9,-4.9

3 entries from above, ordered by the value under VLA-4 inh, lowest first.
| compound | JMJD2C inh | procasp3 activ | PP5 primary | GRK2 inh | VLA-4 inh | core dimer inh |
| --- | --- | --- | --- | --- | --- | --- |
| O=C(O)C1CCCN(S(=O)(=O)c2ccc(Br)s2)C1 (stereo not drawn) | 6.6 | -4.2 | -0.9 | 1.0 | -5.2 | 0.5 |
| Cc1ccc(S(=O)(=O)Oc2ccc(/C=N/NC(=O)c3nn(C)cc3[N+](=O)[O-])cc2)cc1 | -4.5 | 4.9 | -0.6 | 5.0 | -4.5 | 9.9 |
| Cc1nc2ccc(NS(=O)(=O)c3ccc(C)c(C)c3)cc2s1 | -39.7 | -0.8 | -0.9 | 1.0 | 5.4 | -5.4 |

Screening data deposited in PubChem BioAssay by several laboratories.
